STEP inh – STEP phosphatase inhibitors, primary screen, biochemical, fluorescence intensity, uHTS. Tyrosine-protein phosphatase non-receptor type 5 (Homo sapiens), P54829. recombinant STEP, OMFP fluorogenic substrate. inhibition, % at 20 µM. actives 0.25% (n = 360,000). AID 588621, 2011;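 active = inhibition at 20 µM, scaled per plate between control wells, above about 37%, limit read from the data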;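 note: 0% = DMSO with enzyme and substrate and 100% = substrate only without enzyme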
Target sequence (P54829 whole entry, looked up): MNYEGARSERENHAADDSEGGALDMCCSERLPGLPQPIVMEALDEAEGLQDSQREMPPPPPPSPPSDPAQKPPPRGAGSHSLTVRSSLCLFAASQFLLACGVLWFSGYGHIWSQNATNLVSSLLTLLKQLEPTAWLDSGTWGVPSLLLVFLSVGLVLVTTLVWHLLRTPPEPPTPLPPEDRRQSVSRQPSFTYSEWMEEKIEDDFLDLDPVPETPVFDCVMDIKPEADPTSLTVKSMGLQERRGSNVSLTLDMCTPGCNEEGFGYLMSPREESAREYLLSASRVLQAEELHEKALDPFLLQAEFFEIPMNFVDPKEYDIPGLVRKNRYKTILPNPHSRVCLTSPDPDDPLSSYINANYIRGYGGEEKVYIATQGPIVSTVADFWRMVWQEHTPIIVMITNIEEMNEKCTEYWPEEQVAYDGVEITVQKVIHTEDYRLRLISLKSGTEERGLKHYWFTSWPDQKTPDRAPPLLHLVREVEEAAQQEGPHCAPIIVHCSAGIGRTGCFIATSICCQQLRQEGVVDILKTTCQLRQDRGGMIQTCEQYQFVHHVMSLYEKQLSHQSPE
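System: STEP phosphatase, cell-free reaction; Buffer or medium: Bis-Tris pH 6.0 buffer with DTT, detergent; Incubation: 20 min at room temperature, dark; Measured by: fluorescence, 480/540 nm.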
NadD block – inhibitors of S. aureus NadD, primary screen, biochemical, colorimetric, uHTS. actives 0.78% (n = 360,000). purified NadD enzyme, colorimetric absorbance read-out. Nicotinate-nucleotide adenylyltransferase NadD (Staphylococcus aureus N315). inhibition, % at 20 µM; in the data active = inhibition above about 26%; note: some compounds past the cut are filed as inactive
SUMO1 PPI mod – modulators of SUMO1 protein-protein interactions, primary screen, biochemical, uHTS; Small ubiquitin-related modifier 1 (Homo sapiens), P63165; SUMO1 binding to a labelled peptide, TR-FRET, 1 h; inhibition, % at 20 µM; AID 602429, 2012; actives 0.33% (n = 360,000); in the data active = inhibition above about 37%
Target sequence (P63165 whole entry, looked up): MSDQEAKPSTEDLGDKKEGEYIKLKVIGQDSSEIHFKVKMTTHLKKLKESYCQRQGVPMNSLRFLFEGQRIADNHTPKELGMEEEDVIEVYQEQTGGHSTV
DNMT1 block – human DNMT1 methyltransferase inhibitors, primary screen, biochemical, molecular beacon, fluorescence, HinP1I cleavage, uHTS. inhibition (reported as % activation of signal), % at 10 µM. actives 0.83% (n = 360,000). DNA (cytosine-5)-methyltransferase 1 (Homo sapiens), P26358; in the data active = inhibition above about 50%
NRP1-CendR mod – modulators of CendR peptide binding to NRP-1, primary screen, biochemical, fluorescence polarization, uHTS; Neuropilin-1 (Homo sapiens), O14786; FAM-RPARPAR peptide binding to NRP-1; inhibition, % at 25 µM; actives 0.85% (n = 360,000);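 active = inhibition or corrected inhibition above about 18%, plus a signal ratio from 0.5 to 1.5, limit read from the data, passing the limit was not always enough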; note: strong numbers were not always called active
Scp-1 inhibitor – Scp-1 phosphatase inhibitors, primary screen, biochemical, colorimetric, uHTS; Carboxy-terminal domain RNA polymerase II polypeptide A small phosphatase 1 (Homo …; inhibition, % at 20 µM; actives 0.88% (n = 340,000); Recombinant Scp1, phosphopeptide, malachite green phosphate absorbance;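 active = inhibition above about 50% at 20 µM, limit read from the data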;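 note: plate controls were DMSO wells with enzyme for no effect and wells lacking enzyme for full effect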
Target sequence (Q9GZU7 76-261 limits assumed): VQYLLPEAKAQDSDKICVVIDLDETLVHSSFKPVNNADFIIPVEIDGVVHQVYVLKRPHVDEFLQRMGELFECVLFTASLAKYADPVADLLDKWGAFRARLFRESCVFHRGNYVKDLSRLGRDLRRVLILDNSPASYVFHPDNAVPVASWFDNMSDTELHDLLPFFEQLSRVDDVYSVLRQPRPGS
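Test system: SCP-1 catalytic domain; Buffer or medium: Acidic Tris acetate buffer with magnesium and detergent; Also added: Phosphorylated 17-residue peptide substrate; Compound: single 20 µM dose, 1% DMSO; Schedule: enzyme reaction 45 min at room temperature, colour 5 min, stabilisation 30 min; Signal: Phosphate-binding colour reagent, absorbance read at 630 nm.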
Rpn11 inh – Rpn11 (PSMD14) deubiquitinase inhibitors, primary screen, biochemical, fluorescence polarization, uHTS; 26S proteasome non-ATPase regulatory subunit 14 (Homo sapiens), O00487; human 26S proteasome, Ub4-pepOG fluorescence polarization; 20S core pre-blocked with epoxomicin; calls only at 20 µM; actives 0.59% (n = 360,000); AID 588493, 2011;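 active = inhibition at 20 µM, scaled to each plate's controls, above about 33%, limit read from the data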
MT1-MMP act inh – blockers of MT1-MMP proenzyme processing, primary screen, HT1080 RFP-PRO-GFP cells, GFP/RFP fluorescence | GFP/RFP ratio fluorescence, overnight; percent of plate control window, DMSO zero | GFP/RFP ratio change, % at 20 µM | AID 651647, 2012 | Matrix metalloproteinase-14 (Homo sapiens), P50281 | actives 0.061% (n = 360,000);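 active = GFP/RFP ratio change of at least 30% with cell ATP level not reduced by more than half and red fluorescence within 50% of control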; note: strong numbers were not always called active
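Read-out: GFP/RFP fluorescence ratio; Test system: RFP-PRO-GFP reporter HT1080 cells; Compound dosing: single-point 20 µM compound, 1% DMSO; Times: overnight compound exposure at 37 °C.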
LMPTP block – LMPTP phosphatase inhibitors, primary screen, biochemical, fluorescence intensity, uHTS | Low molecular weight phosphotyrosine protein phosphatase (Homo sapiens), P24666 | recombinant LMPTP-A, OMFP fluorogenic substrate | inhibition, % at 20 µM | actives 0.22% (n = 360,000) | AID 651560, 2012;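 active = compounds that cut the enzyme signal by at least half of the control window in the single-dose screen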;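 note: plate controls were DMSO wells with enzyme plus substrate for no effect and substrate without enzyme for full effect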
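Buffer or medium: Bis-Tris pH 6.0, DTT, detergent; Assay system: LMPTP-A enzyme; Quantity: 0.625 nM enzyme; Detection: endpoint fluorescence intensity; Times: 50 min dark incubation at room temperature; Controls: substrate-only low control, DMSO enzyme-plus-substrate high control; Doses: single 20 µM dose; Read-out: percent inhibition versus substrate-only and uninhibited controls; Reagent: 400 µM OMFP.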
SKN-1 inh – suppressors of acrylamide-induced Pgst-4::GFP reporter in worms, primary screen, SKN-1 inhibitor project, whole organism, uHTS, GFP/RFP fluorescence ratio, strain VP596 | actives 0.49% (n = 360,000) | C. elegans VP596 Pgst-4::GFP/RFP ratio, 24 h | AID 624304, 2012 | inhibition, % at 21.8 µM;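 active = interference check ratio from 0.5 to 1.5 plus GFP to RFP signal ratio inhibition reaching or exceeding a fixed threshold, cut at about 30% in these data, passing the limit was not always enough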; note: some compounds called inactive have numbers as strong as hits
* hit, by the source's call; i = inactive; nt = not tested or not shown.

SMILES	LMPTP block	SKN-1 inh	SUMO1 PPI mod	Scp-1 inhibitor	MT1-MMP act inh	NRP1-CendR mod	STEP inh	NadD block	DNMT1 block	Rpn11 inh
CNC(=O)C1(C)C=CCN1C(=O)c1ccccc1 (stereo not drawn)	-2.1	11	2	-3	-2	-4	-1	-2	4	i
Nc1nc(-c2ccco2)nn1C(=O)c1cccnc1	-0.5	-5	1	-10	2	-4	-2	-5	3	i
COc1ccccc1CNC(=O)Cn1c(=O)c2cccn2c2cccnc21	1.1	12	7	0	-1	11	0	-2	1	i
S=c1nc(-c2cccc(Cl)c2)[nH][nH]1	-0.9	1	1	-4	1	4	0	2	0	i
COc1ccc(S(=O)(=O)Nc2ccc3c(c2)C(=O)N([C@H](C)CO)C[C@H](C)[C@@H](CN(C)S(=O)(=O)c2ccccc2)O3)cc1	-0.5	12	3	-6	0	2	-1	3	2	i
COC(=O)[C@@]12C[C@@H](CC(=O)NCCC(C)C)C(=O)N(Cc3ccco3)C1=CCC(C)(C)C2	0.0	-9	0	nt	-7	4	nt	nt	nt	nt
CN(C)C1CN(Cc2cn(Cc3ccccc3)nn2)S(=O)(=O)C1 (stereo not drawn)	-1.1	2	4	nt	-1	-5	nt	0	nt	nt
Cc1cccc(/C=N/n2c(C)nnc2C)c1	0.2	4	1	18	-1	7	-1	-1	-3	i
CCc1cc(=O)[nH]c(SCCc2ccccc2)n1	0.1	12	9	-7	4	-5	-1	4	1	i
Cc1cccc(N=c2oc3cc(O)ccc3cc2C(N)=O)c1	0.6	6	-12	-1	-30	-34	1	9	-8	i
CCCS(=O)(=O)NC(=O)C1(C)CCN(C(=O)c2c(F)ccc(C)c2F)C1 (stereo not drawn)	-1.4	4	0	nt	4	5	-2	-2	6	i
N#CCCN(C(=S)NC(=O)c1ccco1)c1ccccc1F	-1.1	-14	0	-4	2	4	-1	-4	-5	i
COc1ccc(-n2c(=S)[nH]c3cc(C(=O)Nc4ccccc4OC)ccc3c2=O)c(OC)c1	1.6	15	0	-9	-1	10	2	14	-2	i
CN(C)CCNC(=S)Nc1ccccc1C(C)(C)C	-3.6	-5	1	-9	-1	3	4	-8	-1	i
O=c1[nH]n2c(C(F)(F)F)cc(C3CC3)nc2c1N=Nc1ccccc1	4.7	7	-15	-1	14	24*	4	12	4	i
Cc1ccc(C)c(C(O)c2ncc(-c3ccc(F)cc3)[nH]2)c1 (stereo not drawn)	-1.3	1	3	nt	2	-5	-2	-5	2	i
O=S1(=O)CC(N2CCN(c3ccccn3)CC2)CN1C1CCCCC1 (stereo not drawn)	-0.3	4	-3	nt	0	6	1	-3	5	i
Cc1cccc(N2C(=O)C3CCCN3C2=S)c1 (stereo not drawn)	-3.3	-18	-5	-4	-3	-1	-1	-2	0	i
CCOC(=O)c1cnc2c(-c3cccc(Br)c3)cnn2c1C	0.2	-3	2	-2	-1	-9	1	-5	-4	i
CC12C(=O)N(c3ccccc3C(=O)O)C(=O)C1C1C=CC2C1 (stereo not drawn)	-4.6	-4	3	-2	3	9	12	1	6	i

Three compounds from above, sorted by the number in NadD block, descending.
SMILES	LMPTP block	SKN-1 inh	SUMO1 PPI mod	Scp-1 inhibitor	MT1-MMP act inh	NRP1-CendR mod	STEP inh	NadD block	DNMT1 block	Rpn11 inh
O=c1[nH]n2c(C(F)(F)F)cc(C3CC3)nc2c1N=Nc1ccccc1	4.7	7	-15	-1	14	24*	4	12	4	i
CCc1cc(=O)[nH]c(SCCc2ccccc2)n1	0.1	12	9	-7	4	-5	-1	4	1	i
CCCS(=O)(=O)NC(=O)C1(C)CCN(C(=O)c2c(F)ccc(C)c2F)C1 (stereo not drawn)	-1.4	4	0	nt	4	5	-2	-2	6	i

NRP1-CendR mod, entries above that show a hit
SMILES	LMPTP block	SKN-1 inh	SUMO1 PPI mod	Scp-1 inhibitor	MT1-MMP act inh	NRP1-CendR mod	STEP inh	NadD block	DNMT1 block	Rpn11 inh
O=c1[nH]n2c(C(F)(F)F)cc(C3CC3)nc2c1N=Nc1ccccc1	4.7	7	-15	-1	14	24*	4	12	4	i

Next results
SMILES	LMPTP block	SKN-1 inh	SUMO1 PPI mod	Scp-1 inhibitor	MT1-MMP act inh	NRP1-CendR mod	STEP inh	NadD block	DNMT1 block	Rpn11 inh
COc1ccc(OCc2nn[nH]n2)cc1	-0.7	-6	-1	31	-3	6	-4	11	1	i
CCOC(=O)C(C)Oc1ccccc1C1NC(=O)NC(C)=C1C(=O)Nc1ccc(C)c(C)c1 (stereo not drawn)	1.3	22	0	-6	-2	4	0	1	-2	i
CC(Cn1nnc2ccccc21)C(=O)O (stereo not drawn)	-1.3	8	-2	-1	0	-2	2	-3	5	i
C=CCc1cccc(/C=N/c2ncn[nH]2)c1O	-1.3	-6	-4	-2	-1	10	0	-6	-1	i
COc1cc2c(cc1OC)C(c1ccc(C(F)(F)F)cc1)CC(=O)N2 (stereo not drawn)	-1.7	-4	7	-10	7	5	-1	-4	1	i
Cc1ccc(OCCNC(=O)[C@H]2O[C@@H](n3cnc4c(N)ncnc43)[C@H](O)[C@@H]2O)cc1C	0.4	10	-1	nt	3	-11	-2	-3	7	i
CCC(SC1=N/C(=C/c2ccccc2)C(=O)N1c1ccccc1)C(=O)Nc1cc(C)on1 (stereo not drawn)	2.6	17	-6	-8	-26	-2	1	9	-7	i
Cc1ccc(-c2n[nH]c(=O)c3ccccc23)cc1S(=O)(=O)NCC1CCCO1 (stereo not drawn)	-1.1	8	0	1	-1	-11	1	-1	0	i
OC1(C2(O)CC(c3ccccc3)ON2)CCCCC1 (stereo not drawn)	-1.0	-20	-1	-5	-3	12	-2	-2	-1	i
COC(=O)c1ccccc1-c1ccc(/C=C2\C(=O)N(c3ccccc3)N=C2c2ccccc2)o1	4.7	30	39	-8	-1	-10	3	9	14	i
CN1OC[C@@H]2CN(C(=O)c3cccc4ccccc34)[C@H](c3ccc(N4CCCCC4)cc3)C[C@@H]21	-1.0	7	-2	nt	0	-5	-2	-4	-2	i
Cc1noc(C)c1S(=O)(=O)N1CCC(C(=O)O)CC1	-2.0	9	-1	2	2	-4	-2	4	0	i
CCOC(=O)N1CCN(C(=O)C2CCC(=O)N(CCCc3ccccc3)C2)CC1 (stereo not drawn)	-0.9	7	2	2	0	-4	2	-5	2	i
CCOC(=O)CN1C(=O)N[C@H](c2ccc(Br)cc2)C(C(C)=O)=C1C	-1.6	-9	-5	76*	0	-6	-4	-3	-1	i
COc1ccc(C)cc1NC(=O)COC(=O)c1c(C)nn(-c2ccccc2)c1C	2.3	-16	4	-4	6	-7	2	-10	-5	i
O=C1C=C(c2ccc(Cl)nc2)C[C@@H](c2ccc3c(c2)OCO3)C1	-1.5	-20	-33	1	3	0	3	-6	2	i
O=C(COC(=O)c1ccc(O)cc1O)Nc1cccc2ccccc12	-0.2	-13	-1	11	3	-12	-1	-7	10	i
COc1ccc(C(=O)NCc2nnc(SCC(=O)c3ccccc3)n2C)cc1OC	-1.0	-14	2	-4	0	-8	3	1	0	i
O=C(CN1CCCCCC1)Nc1ccccc1Oc1ccccc1	0.0	-12	2	-7	-2	-3	0	-6	6	i
CC(C)c1ccc(C(CC(=O)O)NC(=O)c2cccs2)cc1 (stereo not drawn)	-0.4	3	-4	-1	0	-8	-1	1	1	i
CCc1ccccc1NC(=O)COc1ccc2oc(-c3ccc(OC)cc3)cc(=O)c2c1	7.3	12	9	74*	10	-1	5	1	68*	i
CN1c2ccsc2/C(=N/Nc2ccccc2)CS1(=O)=O	-1.3	9	-12	-5	-2	-3	4	-5	-8	i
O=C(Nc1cccc(C2OCCCO2)c1)c1cccs1	-0.4	5	12	-7	-2	-6	-1	-1	0	i
CC(=O)Oc1ccc(N2C(=O)c3cccc4c([N+](=O)[O-])ccc(c34)C2=O)cc1	-2.2	-14	-34	-4	-138	11	-2	-3	25	i
O=C(CC1CCS(=O)(=O)C1)Nc1ccc[nH]c1=O (stereo not drawn)	-0.4	3	-3	3	1	6	-2	2	-17	i
CCOCCCNC(=O)C(c1ccccc1)N(Cc1cccs1)C(=O)CNC(C)=O (stereo not drawn)	-1.6	-7	1	-11	1	-5	-4	0	6	i
COc1ccc(S(=O)(=O)N2CCCOC2CNC(=O)C(=O)NCCCn2ccnc2)cc1OC (stereo not drawn)	-6.5	1	-4	-3	0	12	-1	-5	1	i

Screens as filed in PubChem BioAssay.

Compounds as they come. Share with any hit: about 3.9%.
